# Assay outcomes (PubChem BioAssay)
# STAT1 blocker: STAT1 signaling inhibitors, primary screen, cell-based, HTS, luciferase reporter. inhibition, % at 5.5 µM. AID 920, 2007. NIH 3T3 STAT1-luciferase reporter, IFN-gamma, luminescence. hit rate 0.35% among 200,000;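 active means inhibition above a set limit, the mean inhibition across all tested compounds plus 3 SD, cut at about 34% in these data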;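 further: 0% = IFN-gamma with DMSO and 100% = IFN-gamma with 300 µM nifuroxazide; values of inactives mirror those of a sister screen read the other way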
# Diaphorase inh: diaphorase inhibitors and chemical oxidizers, primary screen, counter-screen for diaphorase-coupled primary assays, biochemical, uHTS, resorufin fluorescence; hit rate 0.69% among 190,000; inhibition, % at 20 µM; diaphorase resazurin-to-resorufin fluorescence, NADH, 16 min; bacterial (C. kluyveri) enzyme, not human; AID 1217, 2008;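 active means primary screen inhibition at 20 µM above a set limit, cut at about 50% in these data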;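 further: plate controls were DMSO with full reaction for no effect and wells lacking NADH for full effect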
#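 Test system: bacterial diaphorase enzyme (C. kluyveri); Quantity: 0.14 U/mL diaphorase, enzyme working solution; Times: reaction incubation of 16 min at room temperature; Measured by: fluorescence of resorufin formed from resazurin, Ex 544/Em 590 nm; Benchmarks: positive control minus NADH, DMSO neutral control.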
# STAT3 act: IL-6 driven STAT3 reporter potentiators, primary screen, U3A cells, luciferase, luminescence, MLSCN library; IL-6 STAT3-luciferase reporter; 100% = signal with IL-6 EC80 alone; hit rate 0.91% among 190,000; AID 871, 2007; activation (% of control), % at 5.6 µM;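 active means activation above the screen-wide mean of compound activation plus 3 SD, cut at about 130% in these data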;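 further: 0% = background luminescence of wells with medium and substrate only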
#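 system = STAT3-luciferase reporter U3A cells | reagent = IL-6 stimulus at 33 ng/mL final | timing = 1 h compound pre-exposure, 6 h IL-6 stimulation, 37 °C | measured by = luminescence | evaluation = % activation versus median of IL-6-stimulated wells | control set = IL-6-only wells as 100% reference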
# TLR4 MyD88 comp: inhibitors of TLR4-MyD88 association in cells, primary screen, cell-based, HeLa CL3-4, BLA complementation, FRET ratio; HeLa CL3-4 TLR4/MyD88 BLA complementation; inhibition, % at 8.4 µM; hit rate 0.18% among 200,000; AID 861, 2007; in the data active means inhibition above about 25%;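 further: 0% = vehicle and 100% = reference inhibitor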
# Target sequence (O00206 whole entry, looked up): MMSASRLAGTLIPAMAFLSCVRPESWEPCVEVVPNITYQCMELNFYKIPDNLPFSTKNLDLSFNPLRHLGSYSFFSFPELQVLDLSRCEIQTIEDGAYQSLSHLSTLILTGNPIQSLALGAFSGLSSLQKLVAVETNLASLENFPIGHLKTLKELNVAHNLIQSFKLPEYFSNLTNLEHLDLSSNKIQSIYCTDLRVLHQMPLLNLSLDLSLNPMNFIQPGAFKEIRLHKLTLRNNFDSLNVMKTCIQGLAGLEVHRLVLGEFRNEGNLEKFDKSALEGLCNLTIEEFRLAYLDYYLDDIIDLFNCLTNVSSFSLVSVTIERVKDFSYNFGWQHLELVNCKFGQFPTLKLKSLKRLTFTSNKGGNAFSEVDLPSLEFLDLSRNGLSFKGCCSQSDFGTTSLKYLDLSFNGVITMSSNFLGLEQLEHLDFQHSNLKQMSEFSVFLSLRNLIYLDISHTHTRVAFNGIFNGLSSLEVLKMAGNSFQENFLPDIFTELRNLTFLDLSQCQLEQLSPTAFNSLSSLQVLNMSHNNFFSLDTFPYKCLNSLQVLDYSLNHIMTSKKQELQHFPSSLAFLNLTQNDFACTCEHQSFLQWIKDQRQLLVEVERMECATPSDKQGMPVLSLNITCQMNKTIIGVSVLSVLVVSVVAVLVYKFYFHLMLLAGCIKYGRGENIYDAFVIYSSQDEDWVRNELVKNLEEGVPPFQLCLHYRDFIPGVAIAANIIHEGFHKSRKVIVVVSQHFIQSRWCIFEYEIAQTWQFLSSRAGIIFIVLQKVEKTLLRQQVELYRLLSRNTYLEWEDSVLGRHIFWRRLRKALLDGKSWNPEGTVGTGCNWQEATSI
# Target sequence (Q99836 whole entry, looked up): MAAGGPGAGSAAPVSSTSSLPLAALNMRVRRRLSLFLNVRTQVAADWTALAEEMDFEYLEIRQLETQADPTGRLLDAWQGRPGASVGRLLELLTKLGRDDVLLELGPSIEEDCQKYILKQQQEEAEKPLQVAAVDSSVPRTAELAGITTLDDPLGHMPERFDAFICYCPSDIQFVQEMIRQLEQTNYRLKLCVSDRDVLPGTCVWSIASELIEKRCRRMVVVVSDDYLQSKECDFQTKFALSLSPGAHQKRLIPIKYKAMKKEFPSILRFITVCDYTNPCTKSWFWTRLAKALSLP
# Diaphorase act: compounds boosting diaphorase resazurin reduction – biochemical, uHTS, resorufin fluorescence, counter-screen for diaphorase-coupled primary assays, primary screen; Diaphorase/resazurin coupled assay, 16 min; active compounds read high; 1 = vehicle wells, 0 = NADH-free wells; activation factor at 20 µM; hit rate 0.005% among 190,000; AID 1229, 2008;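 active means diaphorase activity raised at least twofold by the compound at 20 µM; inactive means activation factor below 2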
#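 Material: purified diaphorase enzyme from Clostridium kluyveri / Medium: HEPES pH 7.4 buffer with MgCl2 and Tween 20 / Schedule: enzyme reaction of 16 min at room temperature / Measured by: resorufin fluorescence, excitation 544 nm, emission 590 nm / Evaluation: rise in resorufin formation, marking diaphorase activation or chemical reduction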
# APP 5UTR inh: inhibitors of APP translation via 5'UTR reporter, primary screen, APP 5'UTR luciferase, SH-SY5Y cells; hit rate 0.82% among 190,000; SH-SY5Y APP 5'UTR-luciferase reporter, luminescence; inhibition, % at 2 µM;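 active means inhibition above a set limit, derived from the sample mean plus 3 SD, cut at about 45% in these data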; further: values of inactives mirror those of a sister screen read the other way
# Hsp70 activator: Hsp70 transcriptional activators, primary screen, cell-based, HeLa, Hsp70 promoter luciferase, luminescence, 10 µM. hit rate 0.04% among 200,000. HeLa Hsp70 promoter luciferase reporter; scaled: vehicle 0, proteasome-inhibitor control 100%. AID 1203, 2008. activation, % at 10 µM;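 active means activation above the mean across all tested compounds plus 3 SD, cutoff set per campaign, cut at about 5.5% in these data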;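 further: 100% = MG132 at 30 µM as the positive control and 0% = DMSO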
# STAT3 blocker: IL-6 driven STAT3 reporter inhibitors, primary screen, U3A cells, luciferase, luminescence, MLSCN library | inhibition, % at 5.5 µM | hit rate 0.89% among 190,000 | IL-6 STAT3-luciferase reporter; host cell line lacks STAT1;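 active means inhibition above the mean inhibition across all screened compounds plus 3 SD, cut at about 44% in these data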;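 further: 0% = DMSO only wells and 100% = 100 µM nifuroxazide control wells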
# STAT1 act: STAT1 signaling activators, primary screen, cell-based, HTS, luciferase reporter; activation (% of control), % at 5.5 µM; NIH 3T3 STAT1-luciferase reporter, IFN-gamma, luminescence; 100% = IFN-gamma alone, no compound; hit rate 2.6% among 200,000; AID 932, 2007;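 active means activation above the screen-wide mean activation plus 3 SD, cut at about 130% in these data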;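 further: raw ratio to IFN-gamma control signal so 100% means no change and 0% no light; values of inactives mirror those of a sister screen read the other way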
# G6PDH counter: L. mesenteroides G6PDH inhibitors, counter-screen for G6PDH-coupled screening assays, biochemical, Leuconostoc mesenteroides enzyme; glucose-6-phosphate dehydrogenase [Leuconostoc mesenteroides]; Purified L. mesenteroides G6PDH, diaphorase/resazurin coupled fluorescence, 45 min; inhibition, % at 5 µM; hit rate 0.12% among 200,000; in the data active means inhibition above about 50%
# Active calls of the source: *; nt = not tested or not shown.
Structure,STAT3 act,STAT1 blocker,TLR4 MyD88 comp,Diaphorase inh,Hsp70 activator,APP 5UTR inh,G6PDH counter,STAT3 blocker,Diaphorase act,STAT1 act
O=C(c1cccc(N2C(=O)c3ccccc3C2=O)c1)N1CCCCCC1,102.7,-3.9,4.4,30.3,-0.1,-1.3,-0.8,-2.0,0.7,102.6
O=C(c1ccc(F)cc1)C(CCCCCC(CN1CCOCC1)C(=O)c1ccc(F)cc1)CN1CCOCC1 (centres undefined),102.8,-5.5,-3.7,11.7,-0.4,-3.9,3.7,0.1,0.9,105.0
COc1ccc(Br)cc1CNC(C)c1ccccc1 (centres undefined),97.3,-3.7,11.3,11.8,-0.2,-38.0,3.1,7.6,0.9,103.3
CCCN1CCN(c2nc(-c3cccs3)nc3ccccc23)CC1,93.3,-2.0,-8.4,4.4,-0.3,-0.6,10.7,11.4,1,101.7
CCOC(=O)CCc1n[nH]c(=O)[nH]c1=O,104.6,2.0,-3.8,7.2,0.1,14.7,7.5,-0.9,0.9,98.1
O=C1NC(=NCc2ccccc2)S/C1=C/c1ccc(O)cc1,95.5,-1.8,7.2,-0.1,0.2,12.9,-0.7,4.7,1,101.6
NC(=O)CSc1nnc(Cc2csc(Nc3ccccc3)n2)n1Cc1ccccc1,102.4,1.7,2.5,6.0,0.2,6.3,3.1,2.3,0.9,98.5
Cc1cccc(N(CC(=O)Nc2c(C)n(C)n(-c3ccccc3)c2=O)S(C)(=O)=O)c1,98.9,2.5,3.0,2.6,-0.2,9.8,0.0,3.3,1,97.7
O=C1c2ccccc2NC(c2ccc(O)cc2)N1/N=C/c1ccc(O)cc1 (centres undefined),112.5,-24.7,-3.7,12.0,0.0,-12.2,-17.9,-18.0,0.9,121.9
C#CCOCCOCCOCCNc1nc(N2CCN(C(=O)[C@H](CCCCN)n3cc([C@@H](N)CO)nn3)CC2)nc(N2CCN(C(=O)[C@H](Cc3cc4ccccc4[nH]3)n3cc([C@@H](N)Cc4ccc(O)cc4)nn3)CC2)n1,nt,8.3,4.9,-59.5,0.0,14.4,7.8,nt,1.6,93.7
COc1cccc2cc3c(=O)oc4ccccc4c3nc12,109.0,0.1,7.0,23.3,-0.2,-18.0,4.1,-6.1,0.8,99.9
O=C(Cn1cnc2ccccc21)N/N=C/c1cccs1,104.6,-3.2,0.8,-2.4,-0.3,-4.3,-0.9,-4.6,1,102.9
OC(COc1ccc(CN2CCCCO2)cc1)CN1CCCCC1 (centres undefined),99.2,2.0,-8.4,-13.8,-0.2,-0.5,3.3,5.5,1.1,96.9
Cc1nc2ncnn2c(C)c1CCC(=O)NCc1ccco1,100.0,-6.3,2.5,-1.8,0.4,16.9,5.8,4.9,1,105.7
CCn1c(CNc2ccc(Cl)cc2)nnc1SCC(=O)NCc1ccccc1,107.1,1.9,3.0,16.4,-0.1,-8.5,-5.1,0.8,0.8,98.3

# 7 compounds from above, showing only G6PDH counter and APP 5UTR inh:
Structure | G6PDH counter | APP 5UTR inh
O=C(c1ccc(F)cc1)C(CCCCCC(CN1CCOCC1)C(=O)c1ccc(F)cc1)CN1CCOCC1 (centres undefined) | 3.7 | -3.9
COc1ccc(Br)cc1CNC(C)c1ccccc1 (centres undefined) | 3.1 | -38.0
CCCN1CCN(c2nc(-c3cccs3)nc3ccccc23)CC1 | 10.7 | -0.6
CCOC(=O)CCc1n[nH]c(=O)[nH]c1=O | 7.5 | 14.7
O=C1NC(=NCc2ccccc2)S/C1=C/c1ccc(O)cc1 | -0.7 | 12.9
NC(=O)CSc1nnc(Cc2csc(Nc3ccccc3)n2)n1Cc1ccccc1 | 3.1 | 6.3
Cc1cccc(N(CC(=O)Nc2c(C)n(C)n(-c3ccccc3)c2=O)S(C)(=O)=O)c1 | 0.0 | 9.8

# (listing goes on)
Structure,STAT3 act,STAT1 blocker,TLR4 MyD88 comp,Diaphorase inh,Hsp70 activator,APP 5UTR inh,G6PDH counter,STAT3 blocker,Diaphorase act,STAT1 act
Cn1c(SCC(=O)Nc2ccc3c(c2)OCCO3)nnc1-c1ccco1,96.8,-3.6,13.4,5.9,0.0,10.8,14.4,8.4,0.9,103.3
CCc1ccc(C(=O)COc2ccc(NC(C)=O)cc2)cc1,97.2,3.3,14.2,9.1,-0.3,-8.0,5.7,0.4,0.9,97.0
CC(=O)N1CC2(c3ccccc3)CN(C(C)=O)CC(c3ccccc3)(C1)C2=O,105.5,0.2,-4.2,14.3,-0.3,0.5,4.6,-4.0,0.9,98.3
CC(=O)Nc1cccc(C(=O)N/N=C/c2ccc(F)cc2)c1,105.6,-31.3,-12.0,0.0,-0.1,-49.9,-11.9,-6.3,1,127.9
C=CCn1c(SCC(N)=O)nc2scc(-c3ccc(C)o3)c2c1=O,104.7,-61.9,-5.9,20.0,0.1,-166.6,10.6,6.5,0.8,155.4*
COc1cc(CNCc2ccccn2)ccc1OCC(=O)NC(C)(C)C,105.5,1.5,-2.5,-9.2,0.4,17.8,-5.6,-11.4,1.1,98.7
NC(=O)c1cccn1Cc1cccc(Cl)c1,98.7,-2.5,-10.2,3.3,0.0,-9.2,5.5,1.8,1,102.3
Cc1ccc2nc(NC(=O)C(NS(=O)(=O)c3cccc4nsnc34)C(C)C)sc2c1 (centres undefined),104.8,2.9,-3.4,16.3,-0.3,13.7,2.8,-1.0,0.8,97.3
CCc1sc(C(=O)Nc2ccc(NC(C)=O)cc2)cc1C,104.3,-5.1,7.5,-3.7,-0.1,-2.5,-9.2,-6.6,1,104.7

# Part of the list above in order of formula weight, rising.
Structure,STAT3 act,STAT1 blocker,TLR4 MyD88 comp,Diaphorase inh,Hsp70 activator,APP 5UTR inh,G6PDH counter,STAT3 blocker,Diaphorase act,STAT1 act
NC(=O)c1cccn1Cc1cccc(Cl)c1,98.7,-2.5,-10.2,3.3,0.0,-9.2,5.5,1.8,1,102.3
CCc1ccc(C(=O)COc2ccc(NC(C)=O)cc2)cc1,97.2,3.3,14.2,9.1,-0.3,-8.0,5.7,0.4,0.9,97.0
COc1cc(CNCc2ccccn2)ccc1OCC(=O)NC(C)(C)C,105.5,1.5,-2.5,-9.2,0.4,17.8,-5.6,-11.4,1.1,98.7
